# SMARCA2 act = SMARCA2 function activation, primary screen; MG213 cells, MMTV-luciferase reporter, dexamethasone, overnight; activation, % at 9.1 µM; AID 652017; hit rate 1% among 370,000; in the data active = activation above about 7.8%;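 also: 0% = vehicle wells and 100% = reference activator wells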
# DAX1 inh-1 = inhibits human nuclear receptor DAX1 | hit rate 0.99% among 340,000 | HEK293 Gal4-DAX1 luciferase reporter, luminescence | P51843 | AID 504766 | inhibition, % at 6.75 µM;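 active = inhibition above the mean over all tested compounds plus 3 SD, cut at about 4.2% in these data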;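 also: 0% = DAX1-transfected cells with DMSO and 100% = empty-vector control cells with DMSO; inhibition shows as a rise in luminescence from relieved DAX1 repression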
# MBD2 DNA inh = inhibitors of human MBD2 binding to methylated oligonucleotide; inhibition, % at 4.4 µM; TR-FRET; hit rate 0.31% among 370,000; Q9UBB5; in the data active = inhibition above about 13%
# Target sequence (Q9UBB5 whole entry, looked up): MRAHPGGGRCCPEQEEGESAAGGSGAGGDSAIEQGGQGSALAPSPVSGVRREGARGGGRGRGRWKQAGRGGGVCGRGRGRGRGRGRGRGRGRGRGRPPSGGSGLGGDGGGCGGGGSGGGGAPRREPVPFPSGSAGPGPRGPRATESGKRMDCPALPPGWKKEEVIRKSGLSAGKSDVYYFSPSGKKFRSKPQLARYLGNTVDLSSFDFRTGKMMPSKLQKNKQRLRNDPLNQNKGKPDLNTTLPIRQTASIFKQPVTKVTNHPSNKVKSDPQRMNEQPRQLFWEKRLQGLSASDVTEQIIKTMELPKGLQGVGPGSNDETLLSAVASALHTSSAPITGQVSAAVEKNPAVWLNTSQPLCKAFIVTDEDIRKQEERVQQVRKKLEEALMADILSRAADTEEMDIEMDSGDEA
# hcDAF-12 act = H. contortus DAF-12 activation, primary screen; HEK293 hcDAF-12 lit1-tk-luc reporter, luminescence; 0% DMSO, 100% Δ7-dafachronic acid; activation, % at 6.8 µM; hit rate 1.4% among 370,000; AID 652067;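 active = activation above the mean of all tested compounds plus 3 SD, cut at about 5.5% in these data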;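 also: 100% = response to 3 µM Δ7-dafachronic acid high control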
# ssDAF12 agonist = activators of S. stercoralis DAF-12 nuclear receptor; HEK293 ssDAF-12/GRIP1 lit1-tk-luc reporter, luminescence; % of 3 µM dafachronic acid response; activation, % at 6.8 µM; hit rate 1% among 370,000; AID 652126;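 active = activation above the mean over all tested compounds plus 3 SD, cut at about 0.9% in these data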;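 also: 0% = DMSO-only wells and 100% = 3 µM delta7-dafachronic acid wells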
# PLCg1 inh = inhibitors of human phospholipase C gamma1; purified PLC-gamma1, fluorogenic substrate, fluorescence; AID 720700; inhibition, % at 12.2 µM; hit rate 0.84% among 370,000; P19174; in the data active = inhibition above about 9.5%
# DAX1 inh-2 = blocks DAX1 repression of SF-1 activated StAR promoter; HEK293T StAR-luciferase reporter, SF-1/DAX-1 repression relief; inhibition, % at 6.8 µM; hit rate 1.1% among 370,000; AID 652010;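 active = inhibition above the mean over all tested compounds plus 3 SD, cut at about 3.6% in these data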;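 also: 0% = DAX-1 cells with DMSO and 100% = cells lacking DAX-1 with DMSO; higher inhibition means more luminescence from relief of DAX-1 repression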
# NR1D1 modulator = modulates human Rev-erb alpha binding to DNA; hit rate 0.79% among 370,000; AID 1259318; P20393; activity, % at 10 µM; Rev-erbα–FITC-DNA binding, fluorescence polarization, 90 min;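 active = activity above about 14%, limit read from the data; passing the limit was not always enough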;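 also: 0% = DMSO wells with 35 nM protein and 100% = DMSO wells with 750 nM protein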
# Target sequence (P20393 whole entry, looked up): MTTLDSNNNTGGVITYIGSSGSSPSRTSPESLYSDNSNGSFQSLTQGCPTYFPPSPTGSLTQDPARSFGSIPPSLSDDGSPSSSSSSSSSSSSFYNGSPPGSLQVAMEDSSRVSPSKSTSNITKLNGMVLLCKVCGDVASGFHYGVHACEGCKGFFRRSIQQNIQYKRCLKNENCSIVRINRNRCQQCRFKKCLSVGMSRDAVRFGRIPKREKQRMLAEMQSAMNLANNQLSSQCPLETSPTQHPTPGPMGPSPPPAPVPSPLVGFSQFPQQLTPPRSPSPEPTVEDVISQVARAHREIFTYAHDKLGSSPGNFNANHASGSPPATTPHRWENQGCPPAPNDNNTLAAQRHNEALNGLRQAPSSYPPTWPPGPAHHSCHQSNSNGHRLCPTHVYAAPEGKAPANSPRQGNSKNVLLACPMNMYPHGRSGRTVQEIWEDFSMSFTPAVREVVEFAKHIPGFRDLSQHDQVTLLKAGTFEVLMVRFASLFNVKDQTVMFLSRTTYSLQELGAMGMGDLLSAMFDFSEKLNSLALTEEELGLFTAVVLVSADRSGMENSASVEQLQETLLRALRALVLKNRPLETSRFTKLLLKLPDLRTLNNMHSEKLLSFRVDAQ
# PLCb3 inh = PLC-beta3 (human) inhibition, primary screen; Q01970; Purified PLC-beta3, fluorogenic substrate, fluorescence; inhibition, % at 12.2 µM; hit rate 0.18% among 370,000; AID 720704; in the data active = inhibition above about 11%;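 also: 0% = median of compound wells on plate and 100% = full blocker control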
# hgDAF12 agonist = hgDAF-12 agonism, primary luciferase screen; hit rate 1.8% among 370,000; activation, % at 6.8 µM; HEK293 GAL4-hgDAF12 UAS-luciferase reporter, agonist luminescence; normalized to butyrate control;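 active = activation above a cutoff set at the mean of all screened compounds plus 3 SD, cut at about 10% in these data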;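 also: 0% = DMSO wells and 100% = sodium butyrate wells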
# ADAM17 inh = ADAM17 inhibition, QFRET primary screen | recombinant ADAM17, EDANS/DABCYL FRET peptide cleavage | P78536 | inhibition, % at 6.95 µM | AID 720648 | hit rate 0.83% among 370,000;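 active = inhibition above the mean of compounds lying between control limits plus 3 SD, set per campaign, cut at about 8.5% in these data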;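 also: 0% = DMSO-only wells as the low control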
# * hit, by the source's call; x = no result given.
SMILES,SMARCA2 act,DAX1 inh-1,MBD2 DNA inh,hcDAF-12 act,ssDAF12 agonist,PLCg1 inh,DAX1 inh-2,NR1D1 modulator,PLCb3 inh,hgDAF12 agonist,ADAM17 inh
O=C1CC2CC1C(C(=O)O)C2C(=O)O (stereo not given),0,0.7,0,2.2,-1.0,-3,-0.4,-8,3,3.7,-4
Oc1ccc(-c2cccc(-c3ccc(O)cc3)n2)cc1,0,-1.9,2,-0.9,-0.7,-40,0.2,-2,-52,2.1,6
COc1cccc(CNS(=O)(=O)c2ccc(N3CCCC3=O)cc2)c1,-2,0.1,0,-3.0,-0.6,-2,-0.4,-9,-10,-2.2,-2
Cc1ccc(NC(=O)CN(C)C(=O)C2COc3ccccc3O2)cc1 (stereo not given),-1,0.1,5,0.5,-1.1,-3,0.2,0,-2,-0.2,0
Cc1cc(=O)c2c(ccc3c(=O)cc(C)[nH]c32)[nH]1,4,x,1,-0.3,-1.3,-239,0.9,-1,-312,-2.4,-15
CC(C)N(Cc1cc2ccccc2[nH]c1=O)C(=O)c1ccco1,-3,1.1,3,-1.1,-0.3,-3,0.5,5,-1,1.0,-5
COc1ccc(OC)c(S(=O)(=O)Nc2cc(C(=O)O)ccc2N2CC3CC(C2)c2cccc(=O)n2C3)c1 (stereo not given),-5,1.2,-1,1.0,-1.4,0,-0.8,6,-7,-0.6,0
Cc1ccc(-n2nnnc2SCC(=O)Nc2ccc3c(c2)OCCO3)cc1C,-4,0.4,-2,1.0,-1.7,1,-0.6,7,1,2.5,4
O=C(c1ccco1)N1CCN(C(=O)c2cccs2)CC1,-3,0.2,0,-0.6,-1.7,1,-0.2,3,0,-2.9,-3
C=CCOc1cccc(C2/C(=C(\O)c3ccc4c(c3)OCCO4)C(=O)C(=O)N2CCN2CCOCC2)c1 (stereo not given),-2,0.1,3,-0.2,-0.8,-5,0.3,-7,-16,1.5,-6
CC1CCCC(C)N1C(=O)C1CC(c2ccc(F)cc2)=NO1 (stereo not given),-3,-0.6,10,0.3,-1.3,0,0.6,-4,-3,6.5,-4
O=C(Nc1ccncc1)Nc1ccncc1,-1,-0.2,2,-0.7,-1.4,2,-0.6,-3,0,3.7,0
COC(=O)C(Cc1c[nH]c2ccccc12)NC(=O)c1ccccc1Br (stereo not given),0,0.9,5,2.8,1.1*,-1,0.1,-3,-9,3.0,-5
CCOC(=O)N1CCC2(CC1)C(C#N)=C(N)Oc1n[nH]c(C)c12,1,1.2,-3,-1.8,-1.0,-1,-1.2,3,-3,-0.9,1
O=S(=O)(c1ccccc1)c1nnn2c1nc(NC1CCN(Cc3ccccc3)CC1)c1cc(Cl)ccc12,1,-0.1,2,-0.7,-1.0,-16,-0.1,25*,-20,0.5,-6
O=C1NCCc2c1[nH]c1ccccc21,-2,0.8,2,-2.1,-0.7,-8,-0.4,0,-15,-1.1,-15
CC1CCN(CCOCCOc2ccc(Br)cc2Cl)CC1,-5,0.4,0,-2.2,-1.1,9,-0.4,-7,7,1.5,2
CCCCN(C=O)c1c(CC)nc2ccc(C(=O)NCCc3c[nH]c4ccccc34)cn12,2,x,0,-0.3,-1.4,-6,-1.0,0,-7,0.2,-4
CCCCOc1ccccc1-c1cc(C(=O)O)[nH]n1,0,0.1,3,-0.7,-1.2,0,-0.5,-4,-2,0.4,-1
O=C1CSc2ccc(C(=O)N3CCCC(C(=O)N4CCCN(Cc5ccccc5)CC4)C3)cc2N1 (stereo not given),-1,x,-5,-0.8,-1.0,3,-0.8,5,-2,-3.9,2
CN1CCN(C(=S)Nc2cc(S(=O)(=O)N3CCOCC3)ccc2Cl)CC1,-4,-0.6,3,0.3,-2.0,2,0.7,3,0,-1.7,0
O=C(NCc1ccccc1)c1ccc(Cl)cc1,3,x,0,0.2,-1.8,5,-0.4,4,-5,-0.2,-1
O=C(Cn1c(C(F)(F)F)nc2ccccc21)OCC(=O)c1c[nH]c2ccccc12,1,-2.1,4,5.5,0.1,-8,0.2,-2,-13,0.7,8
CC(Sc1nnc(-c2ccco2)n1C)C(=O)N1C(C)CCCC1C (stereo not given),-2,0.9,-5,-0.7,-0.7,8,1.1,0,-1,-1.5,4
CCOC(=O)c1ccc(NC(=S)Nc2cccc(C)n2)cc1,-5,-1.1,0,-0.6,-1.4,3,-0.1,15,1,-0.7,-2
# The list goes on.
SMILES,SMARCA2 act,DAX1 inh-1,MBD2 DNA inh,hcDAF-12 act,ssDAF12 agonist,PLCg1 inh,DAX1 inh-2,NR1D1 modulator,PLCb3 inh,hgDAF12 agonist,ADAM17 inh
O=C(O)C1=C[C@@H](c2ccc(C(F)(F)F)cc2)C[C@@H](OCCCCO)O1,1,0.9,1,-0.4,-1.2,1,0.1,-3,-5,-0.7,-2
c1ccc(-c2noc(CCC3CCCC3)n2)cc1,-1,0.6,-5,-0.3,-1.6,0,1.9,4,-6,2.7,-2
O=C(CN1CCOCC1)Nc1ncc(Cc2cccc(Cl)c2Cl)s1,-4,1.0,2,-0.4,-1.6,4,-0.4,2,0,-0.6,1
COc1cccc(N=C(N)N=C(N)N)c1,-3,-0.2,-5,-1.0,-1.6,-1,-0.1,3,-8,-1.3,-6
O=C(NC1CCCC1)C(c1ccco1)N(C(=O)c1csnn1)c1ccccc1 (stereo not given),4,-0.8,-1,-0.2,-1.3,1,0.2,-1,0,1.6,0
CCNC(=O)N1c2ccc(OC)cc2C(C)=CC1(C)C,-2,0.7,1,-1.5,-1.7,-60,-0.9,-4,-81,-1.2,-26
CSc1ccc(/C=N/NC(=O)CN2CCN(Cc3ccccc3)CC2)cc1,-5,0.1,7,-2.6,-1.4,0,-0.5,6,-5,-3.2,-17
O=C(NCc1cccnc1)c1cccc(S(=O)(=O)N2CCCCC2)c1,-4,-1.4,4,-0.9,-1.6,1,0.4,0,-1,-2.5,-4
COc1cccc(NC(=S)N(CCCN2CCCC(C)C2)Cc2cccs2)c1 (stereo not given),0,0.2,3,-0.3,-1.1,0,2.0,1,-6,0.2,-2
CN(C)c1ccc(C2Nc3ccccc3C(=O)N2CCCN2CCOCC2)cc1 (stereo not given),-6,-0.7,0,-3.5,-2.2,-49,-0.9,-2,-68,-7.8,-75
Cc1ccccc1-c1nc(CS(=O)(=O)CC(=O)NCCCN2C(C)CCCC2C)c(C)o1 (stereo not given),2,0.2,1,0.6,-1.2,1,-0.2,-2,-17,-0.5,1
Cc1ccc(C(=O)CNc2ccc(Cl)cc2)cc1,13*,2.7,1,1.8,0.6,0,0.1,3,2,0.8,1
Cc1ccccc1OCc1nc2ccccc2c(=O)n1NC(=O)c1ccco1,1,0.5,3,-1.6,-1.4,5,-0.5,1,-1,0.5,2
COc1ccc(NC(=O)c2cc(-c3cc(C)cc(F)c3)n[nH]2)cc1OC,-1,x,1,-2.9,-1.7,2,0.8,0,-3,-5.7,8
O=C(/C=C/c1ccc(Cl)cc1)NC1CCS(=O)(=O)C1 (stereo not given),2,-0.2,-5,-1.0,-1.0,2,0.4,-1,2,4.9,-3
CC1CC1C(=O)N(C)CC(=O)Nc1ccccc1Br (stereo not given),-3,0.4,1,0.1,-0.9,3,-0.5,4,-2,0.2,-5
Nc1c(NCCN2CCOCC2)c2ccccc2oc1=O,1,1.7,-3,-0.3,-0.3,1,0.0,2,2,1.0,1
Cc1ccc(OCC(=O)NNC(=O)c2ccc(NC(=O)C3CC3)cc2)c(C)c1,-1,0.4,3,-1.1,-1.6,-4,1.4,5,-13,-2.7,-6
CCCCn1c(Cc2ccccc2)nnc1SCC(=O)N1CCOCC1,-2,-1.3,-3,-0.5,-0.6,-1,0.3,0,4,-3.6,-1
CCOC(=O)CC1C(=O)NCCN1C(=O)c1c(Cl)cccc1Cl (stereo not given),-1,0.5,-2,-0.6,-1.8,-2,0.5,1,-1,1.5,1
COc1ccccc1/C=C1\SC(=S)N(CCC(=O)NNC(=O)c2ccccc2OC)C1=O,-1,-1.9,-1,2.5,-0.2,1,-0.2,1,-6,-1.8,-1
COc1cccc(C2=NO[C@@H]3C(=O)N(c4ccc5c(c4)OCCO5)C(=O)[C@H]23)c1OC,-7,0.1,3,-3.8,-2.4,-2,-2.0,3,-3,-7.6,-1
Cc1cc(C(=O)NNc2ccccc2F)no1,-2,7.2*,-2,-1.2,-0.5,2,0.1,-3,-7,-0.7,2
O=C(NN1C(=O)/C(=C\c2cccnc2)SC1=S)C(c1ccccc1)c1ccccc1,0,0.6,3,-0.8,-1.2,-3,0.3,-6,-9,-2.5,2
CS(=O)(=O)Nc1cccc(C(=O)CC2(O)C(=O)Nc3ccccc32)c1 (stereo not given),1,2.1,-2,1.4,-0.6,2,0.5,-2,3,2.5,-27

# A draw from above in order of count of non-hydrogen atoms, lowest first:
SMILES,SMARCA2 act,DAX1 inh-1,MBD2 DNA inh,hcDAF-12 act,ssDAF12 agonist,PLCg1 inh,DAX1 inh-2,NR1D1 modulator,PLCb3 inh,hgDAF12 agonist,ADAM17 inh
CC1CC1C(=O)N(C)CC(=O)Nc1ccccc1Br (stereo not given),-3,0.4,1,0.1,-0.9,3,-0.5,4,-2,0.2,-5
COc1cccc(C2=NO[C@@H]3C(=O)N(c4ccc5c(c4)OCCO5)C(=O)[C@H]23)c1OC,-7,0.1,3,-3.8,-2.4,-2,-2.0,3,-3,-7.6,-1
CCCCN(C=O)c1c(CC)nc2ccc(C(=O)NCCc3c[nH]c4ccccc34)cn12,2,x,0,-0.3,-1.4,-6,-1.0,0,-7,0.2,-4

# Other compounds:
SMILES,SMARCA2 act,DAX1 inh-1,MBD2 DNA inh,hcDAF-12 act,ssDAF12 agonist,PLCg1 inh,DAX1 inh-2,NR1D1 modulator,PLCb3 inh,hgDAF12 agonist,ADAM17 inh
O=C1C(=Cc2ccccc2[N+](=O)[O-])Cc2ccccc21,-6,-0.8,-7,3.1,0.7,-5,-1.6,-5,-7,-2.3,7
CCN1C(=O)/C(=C/C=C2/Sc3ccc4ccccc4c3N2CCO)SC1=S,3,-0.7,-2,-0.3,-0.9,1,-0.3,-11,-4,-0.1,2
O=CN1CCN(S(=O)(=O)c2ccc(S(=O)(=O)NC3CCCCC3)cc2)CC1,-2,-1.9,4,0.1,-0.2,3,-0.1,0,-2,1.5,-1
COc1cccc(NC(=O)c2ccc(CN3CCc4ccccc4C3)cc2)c1,-3,-2.5,6,-4.0,-2.2,0,-2.0,4,-7,-6.4,-1
COc1ccc(CNC(=O)CN(Cc2ccc(F)cc2)C(=O)c2csnn2)cc1,-1,-1.3,-4,-2.2,-1.7,0,-1.4,4,-3,2.3,0
Cc1ccc(Cn2ncc3c(NCCCN4CCOCC4)ncnc32)cc1,1,-1.2,1,-2.4,-1.5,-1,-0.3,3,3,-1.2,-2
Cc1nnc(NC(=O)CSCc2c(C)noc2C)s1,-1,0.3,-2,-0.6,-0.4,1,0.0,-2,2,-1.1,1
COc1cc2c(c(OC)c1OC)C1(CCCCC1)CC2NS(=O)(=O)C(C)C (stereo not given),-2,x,-2,-1.9,-0.9,0,-0.4,-3,0,0.5,-1
Cc1cc(C)cc(NC(=O)Nc2ccccc2N2CCCCC2)c1,0,0.1,2,-0.6,-0.9,0,-0.2,1,1,-0.6,0
CCOC(=O)c1c(NC(=O)CSC(=S)N(C)C)sc(C)c1C,-1,-0.6,-3,1.3,-1.7,1,0.1,3,-1,-2.6,-1
CC1CCCN(S(=O)(=O)c2ccc3c(c2)c(=O)nc2ccc(Cl)cn23)C1 (stereo not given),1,0.8,-3,-0.7,-0.7,-270,-0.5,-5,-341,0.8,-119
O=c1c2cc(Br)ccc2nc(-c2cccc(C(F)(F)F)c2)n1O,-1,0.0,5,0.0,-0.1,-11,0.2,0,-5,-0.9,-5
